DT40 TDP1 no CPT: qHTS for Inhibitors of human tyrosyl-DNA phosphodiesterase 1 (TDP1): qHTS in cells in absence of CPT. Potency, µM (top dose mostly 46.2 µM), without a hit: top-dose activity change, negative = growth inhibition, usual class: inhibitors. DT40 Tdp1-/- hTDP1 cells, no CPT, ATP luminescence, 48 h. AID 686978, 2013. 15% of 420,000 active; further: nearly all actives have a fitted effect of over 55% in size
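No-CPT arm: Tdp1-/-;hTDP1 DT40 cells (400/well) plus compounds, incubated ≥48 hr at 37 °C. Readout CellTiter-Glo luminescence.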
KAT2A inh: qHTS Assay for Inhibitors of GCN5L2 | Histone acetyltransferase KAT2A (Homo sapiens), Q92830 | GCN5L2 HAT assay, ThioGlo1 CoA-SH fluorescence | Potency, µM (series often up to 58.9 µM), for inactives: at the highest dose activity change, negative = inhibition, actives largely listed as inhibitors | 0.21% of 390,000 active | AID 504327, 2011
Target sequence (Q92830 whole entry, looked up): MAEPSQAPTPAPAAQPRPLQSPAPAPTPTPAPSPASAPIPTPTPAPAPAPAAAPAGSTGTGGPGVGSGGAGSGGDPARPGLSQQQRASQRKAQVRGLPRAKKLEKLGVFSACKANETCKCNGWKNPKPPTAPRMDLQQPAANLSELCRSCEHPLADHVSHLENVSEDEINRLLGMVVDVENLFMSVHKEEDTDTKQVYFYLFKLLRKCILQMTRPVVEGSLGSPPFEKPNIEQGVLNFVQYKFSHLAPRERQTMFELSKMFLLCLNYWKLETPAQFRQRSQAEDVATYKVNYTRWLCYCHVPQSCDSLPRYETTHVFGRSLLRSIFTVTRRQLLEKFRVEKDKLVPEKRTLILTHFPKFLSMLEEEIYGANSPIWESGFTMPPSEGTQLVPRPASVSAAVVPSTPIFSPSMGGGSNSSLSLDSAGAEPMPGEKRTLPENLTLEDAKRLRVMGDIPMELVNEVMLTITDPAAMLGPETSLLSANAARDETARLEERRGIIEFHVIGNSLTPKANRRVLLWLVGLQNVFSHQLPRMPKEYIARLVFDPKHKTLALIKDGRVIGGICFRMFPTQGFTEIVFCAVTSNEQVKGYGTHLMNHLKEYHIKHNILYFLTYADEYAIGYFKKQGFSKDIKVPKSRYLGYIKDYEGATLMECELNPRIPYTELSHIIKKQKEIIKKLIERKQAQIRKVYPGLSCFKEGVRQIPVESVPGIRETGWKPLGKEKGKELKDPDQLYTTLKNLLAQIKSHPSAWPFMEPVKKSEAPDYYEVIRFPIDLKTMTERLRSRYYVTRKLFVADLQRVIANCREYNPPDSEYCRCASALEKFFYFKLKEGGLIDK
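GCN5L2 (20 nM) in 50mM HEPES pH 7.5, 0.1mM EDTA, 0.01% Tween-20 preincubated 15 min with compounds at room temperature. Reaction started with H3(1-25) 75uM, acetyl-CoA 70uM, ThioGlo1 50uM; CoA-thiol fluorescence (Ex340/Em540) read at 0 and 20 min.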
TDP1 cell CPT: qHTS for Inhibitors of human tyrosyl-DNA phosphodiesterase 1 (TDP1): qHTS in cells in presence of CPT; chicken DT40 Tdp1-/-;hTDP1 cells + 20 nM CPT, ATP luminescence, 48 h; Potency, µM (titrated, usually from 46.2 µM), for inactives: at the top dose activity change, negative = growth inhibition, most hits filed as inhibitors; 12% of 420,000 active; AID 686979, 2013; further: nearly all actives have a fitted effect of over 55% in size
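Chicken DT40 Tdp1-/- cells complemented with human TDP1, 400 cells/well, exposed to compounds plus 20 nM camptothecin for at least 48 h at 37 C; viability read as ATP content by CellTiter-Glo luminescence.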
Numbers without * were called inactive; ? = inconclusive; . = no result given; & = joins results of further samples; [ ] = remark or other dose. The call rests on the fitted dose curve; in most records, active means well fitted curve in the direction sought with a large enough effect; inconclusive means small, poorly fitted or top-dose-only effect, or another doubt; inactive means no such curve, though single readings can be large; an effect the other way counts as inactive or inconclusive. On the % scale 0 is the no-effect control and ±100 the full control effect; potency means the concentration at half of the fitted maximal effect. An excerpt; count on the stated rates, not on these rows.

SMILES	DT40 TDP1 no CPT	KAT2A inh	TDP1 cell CPT
Cc1ccc(S(=O)(=O)N/N=C/c2ccc(C(=O)O)cc2)cc1	-8%	-1%	-2%
COC(=O)CCC(=O)OC1(C)C(=O)C2=CN(C3CCCC3)C(c3ccc(OC)cc3)=CC2=C(Br)C1=O (stereo unspecified)	?	-23%	?
Cc1ccccc1NC(=O)N1c2ccccc2CC1C (stereo unspecified)	-26%	-10%	?
O=C1C=C(c2ccccc2)CCC1	-8%	-4%	-2%
COc1ccc(CCNc2ccncn2)cc1	15µM*	-7%	9.2µM*
Cc1cccc(CC(=O)N2CCCC2)c1	5%	-13%	2%
CC1CCC(NC(=O)CCNS(=O)(=O)c2ccc3c(c2)CCC(=O)N3)CC1 (stereo unspecified)	-3%	-6%	-16%
CCCCSc1nnc2n(CCc3ccccc3)c(=O)c3c4c(sc3n12)COC(C)(C)C4	23µM*	8%	23µM*
CC(OC(=O)C1CC1)C(=O)Nc1ccc([N+](=O)[O-])cc1Cl (stereo unspecified)	4%	2%	-4%
O=C(CSc1nnnn1-c1ccccc1)Nc1ccccc1	1%	1%	-1%
CC1CC(C)CN(S(=O)(=O)c2ccc(NC(=O)C3CC(=O)N(Cc4ccccc4)C3)cc2)C1 (stereo unspecified)	6%	-11%	-6%
N#Cc1ccc(C(C(=O)NC2CCCCC2)n2c(=O)c(-c3ccccc3)nc3ccccc32)cc1 (stereo unspecified)	?	.	?
CC1CCc2sc(C(=O)N/N=C/c3ccc(O)cc3)cc2C1 (stereo unspecified)	?	-2%	?
CC1(C)CC(CCN)(Cc2ccccc2Cl)CCO1 (stereo unspecified)	?	-3%	?
Cn1c(N)c(C(=O)COC(=O)c2cc(C3CC3)nc3ccccc23)c(=O)n(Cc2ccccc2)c1=O	-25%	-24%	-27%
O=C(NCc1ccco1)C(c1ccco1)N(Cc1cccs1)C(=O)Cn1nnc2ccccc21 (stereo unspecified)	?	-2%	?
CCOc1ccc(N2C(=O)C3C(C2=O)C3(c2ccccc2)c2ccccc2)cc1 (stereo unspecified)	?	-11%	18µM*
N[C@@H](Cc1cc(CP(=O)(O)O)cc(-c2ccccc2Cl)c1)C(=O)O	1%	-26%&-20%	-17%
COc1cc(C(=O)Nc2cccc(-c3nnc(-c4ccco4)o3)c2)ccc1OC(C)=O	16µM*	-6%	13µM*
Cn1c(=O)c([N+](=O)[O-])c(NCCCn2ccnc2)c2ccccc21	6%	1%	7%
CCn1c(=O)c2ccccc2n(CC(=O)NCCC2=CCCCC2)c1=O	-18%	-5%	-1%
COc1cc(NC(=O)CSc2nc(-c3ccco3)cc(C(F)(F)F)n2)cc(OC)c1OC	5.2µM*	-2%	3.7µM*
Cc1ccc(S(=O)(=O)NC(c2ccccc2)C(C)C(=O)n2nc(C)cc2C)cc1 (stereo unspecified)	?	-2%	?
COc1ccccc1C(=O)N1CCC(c2c[nH]c3ccccc23)(c2c[nH]c3ccccc23)CC1	?	-5%	?
O=C(CCc1nc2ccccc2c(=O)[nH]1)Nc1cc(Cl)ccc1N1CCCC1	-15%	-1%	-23%
COc1ccc(/C=C/C(=O)Nc2cccc(N3CCOCC3)c2)cc1OC	-18%	-6%	?
COc1ccc(NC(=O)CN2CCC(C(=O)c3ccc(F)cc3)CC2)c(OC)c1	21µM*	-7%	?
FC(F)(F)c1ccccc1Cc1c(-c2ccccc2)nc2ccc(Cl)cn12	?	.	?
CCC(C)N1C(=O)CCC1C(=O)NCc1ccc2c(c1)OCO2 (stereo unspecified)	-1%	1%	-12%
Cc1ccc(C)c(N2CCN(CC3CCCCC3)CC2)c1	?	-4%	?
CCN(CC(=O)NCc1cccs1)S(=O)(=O)c1cc(NC(C)=O)ccc1OC	17%	-3%	-2%
CCNC(=O)c1ccc(NS(=O)(=O)c2ccc3[nH]c(=O)[nH]c3c2)cc1	21%	-2%	0%
COc1ccc2c(c1)-c1nc(/N=C/c3cccc(OC)c3O)sc1CC2	-10%	0%	-18%
Cc1cccc(N2CCN(C(=O)c3cc(COc4ccc(F)c(F)c4)on3)CC2)n1	1%	-11%	3%
CC1Cc2ccccc2N1C(=O)c1ccc2c(c1)OCO2 (stereo unspecified)	-8%	.	?
Cc1cc(C)n(CCCNC(=O)Cn2nnnc2CN2C[C@@H](C)O[C@@H](C)C2)n1	3%	0%	-6%
COc1cccc(C2C(C(=O)c3ccc(C)o3)=C(O)C(=O)N2CCN2CCOCC2)c1 (stereo unspecified)	2%	-10%	-9%
O=C(NCCn1cc(SCc2ccc(Cl)cc2)c2ccccc21)c1cccs1	?	-14%	?
O=C(NCCCn1ccnc1)c1nc(Cn2ccc([N+](=O)[O-])n2)no1	-1%	0%	1%
COc1ccc(NC(=O)c2cn(C)c(=O)c3cc(OC)c(OC)cc23)cc1OC	-18%	-13%	16%
COC(=O)c1ccccc1NC(=O)N1CCC(n2c(C)nc3cccnc32)CC1	?	29%	?
CCN1c2ccccc2NC2N=C(OC)C(c3ccccc3)C21 (stereo unspecified)	13µM*	-3%	12µM*
N/C(COc1ncn(-c2ccccc2)n1)=N\S(=O)(=O)c1ccccc1	1%	-3%	1%
COc1ccc(OC)c(NC(=O)c2ccc(NS(C)(=O)=O)cc2)c1	-17%	2%	-6%
CC1CN(CC(O)COc2ccccc2C(C)(C)C)CC(C)O1 (stereo unspecified)	?	-8%	?
N#C/C(Cn1c[n+](NC(=O)Nc2ccccc2)cn1)=N/O	0%	-11%	-6%
O=C(NNS(=O)(=O)c1ccccc1C(F)(F)F)c1cccc(S(=O)(=O)Nc2ccccc2Cl)c1	9%	-3%	-6%
Cc1ccc(CNC(=O)c2cc3c(s2)-c2ccc(Cl)cc2SC3)cc1	-26%	-5%	?
CCC(C)NC(=O)c1ccc(N2CCC3(CC2)OCCO3)c([N+](=O)[O-])c1 (stereo unspecified)	?	-2%	-25%
COc1ccc(-c2csc(NC(=S)NC(=O)/C=C/c3ccc(C(C)C)cc3)n2)cc1OC	?	-5%	?
Cn1c(SCC(=O)Nc2sccc2C(N)=O)nnc1-c1ccncc1	2%	-1%	-2%
Cn1c(CNC(=O)OC(C)(C)C)nnc1SCC(=O)N1CCOCC1	2%	-10%	-7%
O=[N+]([O-])c1cccc(S(=O)(=O)c2ccc(N3CCCCC3)c([N+](=O)[O-])c2)c1	26µM*	39%	?
Cc1ccc(NC(=O)C2CCC(CNS(=O)(=O)c3cccc4nsnc34)CC2)c(C)c1 (stereo unspecified)	?	-2%	?
CC1(C)CC(CCNC(=O)CCl)(c2ccccc2)CCO1 (stereo unspecified)	5%	-2%	1%
CC1CN(C(=O)COC(=O)c2ccc(Cl)nc2)CC(C)O1 (stereo unspecified)	0%	-1%	12%
COc1ccccc1CCNC(=O)Cc1c(C)c2c(cc(C)c3c(C)coc32)oc1=O	?	-5%	?
COc1ccccc1C1(O)C(=O)Nc2ccc(C)cc21 (stereo unspecified)	-11%	-15%	24%
Cn1c(SCC(=O)N2c3ccccc3CCc3ccccc32)nnc1-c1cc2ccccc2cc1O	15µM*	21%	16µM*
CCOC(=O)CSc1nc(NC#N)nc(N(CC)CC)n1	-21%	5%	-12%

Going on with the list:
SMILES	DT40 TDP1 no CPT	KAT2A inh	TDP1 cell CPT
CCOC(=O)c1c(C)nn(-c2ncccc2NC(=O)NC(C)C)c1C	-1%	-1%	20%
C[C@@H]1CC=C[C@H]2[C@H]1C(=O)N(Cc1ccccc1)[C@H]2c1ccc(-c2cc3ccccc3s2)cc1F	15µM*	-2%	16µM*
O=C(c1ccco1)C(O)c1ccco1 (stereo unspecified)	12%	3%	-1%
CC(=O)Nc1ccc(NC(=O)C(C)OC(=O)CCC2CCCC2)cc1 (stereo unspecified)	-30%	0%	15%
COc1ccc(/C=N/NC(=O)c2cccnc2)cc1O	-2%	-9%	0%
CCOC(=O)[C@]12CCC=C1N(Cc1ccccc1)C(=O)[C@H](CC(=O)NCCCN1CCCC1=O)C2	1%	.	-10%
O=C(CCCc1c[nH]c2ccccc12)NCC1COc2ccccc2O1 (stereo unspecified)	?	-5%	-1%
COc1ccc(C(=O)NCCS(=O)(=O)NCCc2ccccc2)cc1	-19%	3%	-5%
C=CCn1c(COc2cccc3ccc(C)nc23)nnc1SCC(N)=O	-10%	-9%	1%
Cn1cccc1CC(=O)N/N=C/c1ccco1	-12%	-7%	3%
Cc1cccc(NC(=O)c2cccc(Cn3cc(Br)c([N+](=O)[O-])n3)c2)c1C	21µM*	1%	?
CC1C=CCC2C(=O)N(c3ccccc3OC(=O)c3ccco3)C(=O)C12 (stereo unspecified)	7%	29%	0%
Cc1ccc(/C=C/C(=O)Nc2ccc3nc(N4CCC(C)CC4)cc(C)c3c2)cc1	3.7µM*	-1%	5.8µM*
CCS(=O)(=O)Nc1cccc(C2=NN(S(=O)(=O)c3ccc(C)cc3)C(c3ccco3)C2)c1 (stereo unspecified)	?	-14%	-7%
CCOC(=O)C1(C)/C(=N/Nc2ccccc2Cl)C(=O)C(=O)N1c1ccccc1 (stereo unspecified)	-24%	-9%	1%
O=C(CCCCCn1c(=S)[nH]c2ccc(N3CCOCC3)cc2c1=O)NC1CCN(Cc2ccccc2)CC1	23µM*	-15%	16µM*
COc1ccc(SC[C@H](CC(C)C)N2CCN(C)CCC2=O)cc1	-23%	-3%	?
CCOC(=O)c1sc(SCC(=O)Nc2ccc(N(C)C)cc2)nc1N	-22%	-10%	-6%
COc1ccc(C2=NN(C(=O)CSc3ncccn3)C(c3cccc(OC)c3OC)C2)cc1 (stereo unspecified)	?	-6%	?
COc1ccc(C(=O)Oc2cc(N)n(S(=O)(=O)c3ccccc3)n2)cc1	-1%	-11%	-20%
O=C(Cn1cnc2c(oc3ccccc32)c1=O)N1CCCc2ccccc21	-15%	-5%	1%
COc1ccc(NC(=O)c2ccccc2-c2ccc(C(F)(F)F)cc2)cc1S(=O)(=O)N1CCOCC1	?	-1%	7%
O=C(CSc1nnnn1-c1ccccc1)Nc1ccc(Cl)cn1	-27%	2%	-3%
Cc1ccc(C(C(=O)NC2CCCCC2)N(Cc2cccnc2)C(=O)c2csnn2)cc1 (stereo unspecified)	-22%	-2%	-7%
COc1ccc2cc3cc(C(=O)Nc4ccc5c(c4)OCO5)oc3nc2c1	?	125%[activator]	?
CCCn1nnnc1NCc1ccc(N(CC)CC)cc1	-26%	-5%	-1%
CC(C)(C)c1cc(C(=O)N/N=C/c2ccc(O)cc2)n(-c2ccccc2)n1	?	-7%	?
COc1cccc(N2CC(NC(=O)Cc3cccs3)CC2=O)c1 (stereo unspecified)	-4%	4%	8%
Cc1cc(=O)[nH]c(SC(C(=O)O)c2ccccc2)n1 (stereo unspecified)	8%	1%	12%
COc1ccc(N/C=C/C(=O)c2sc(-c3ccccc3)nc2C)cc1	21µM*	-16%	16µM*

Screening data as filed in PubChem BioAssay.
